Screening results: PubChem BioAssay, several laboratories
AP complement: alternative pathway complement inhibition, orthogonal assay; Human serum alternative complement pathway, LPS-coated ELISA, C3 deposition; tested in compound mixtures; inhibition, % at 5 µM; hit rate 0.08% among 62,000;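 active = inhibition above 30% in each of the two pooled mixtures holding the compound, so the lower value exceeds 30%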;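 also: 0% = serum in Mg-EGTA without compound and 100% = EDTA serum blank; some compounds past the cut are filed as inactive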
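Medium: diluted human serum in Mg2+-EGTA GVB++. Assay system: human serum complement alternative pathway, C3 deposition onto LPS. Also added: Plate-bound LPS. Technique: Anti-C3 ELISA, OD 450 nm. Measure: percent inhibition. Incubation: 1 h at 37 °C. Dosing: 5 µM each compound, pools of ten, 50 µM per pool.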
CatS inh: human cathepsin S inhibition; recombinant cathepsin S, AMC dipeptide fluorescence, pooled mixtures; inhibition, %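 (tested at 5 µM per compound within 10-compound mixtures)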; hit rate 0.06% among 62,000; in the data active = inhibition above about 32%, passing the limit was not always enough; inconclusive = no clear call, values can overlap the other calls;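 also: 0% = enzyme without compound and 100% = blank without enzyme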
CatB block: human cathepsin B inhibition; hit rate 0.1% among 63,000; AID 453; inhibition, %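 (tested at 10 µM)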; purified cathepsin B, fluorogenic substrate, fluorescence; P07858; in the data active = inhibition above about 21%;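 also: 0% = enzyme with no compound and 100% = no enzyme blank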
CatB mixtures: inhibitors of human cathepsin B in compound mixtures; inhibition, %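 (ten-compound pools at 5 µM per compound and 50 µM total)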; Purified cathepsin B, AMC dipeptide fluorescence; P07858; hit rate 0.06% among 62,000; in the data active = inhibition above about 22%, passing the limit was not always enough; inconclusive = no clear call, values can overlap the other calls;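 also: 0% = enzyme without compound and 100% = no enzyme blank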
E coli RNAP: inhibitors of Escherichia coli RNA polymerase; P0A8V2; hit rate 0.2% among 62,000; inhibition, %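 (tested at 10 µM)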; E. coli RNA polymerase, fluorescence transcription assay; in the data active = inhibition above about 20%;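 also: 0% = enzyme without compound and 100% = no enzyme blank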
RORA act: activators of human nuclear receptor RORA | activation, % at 10 µM | AID 560 | CHO-K1 Gal4-RORA LBD luciferase reporter, luminescence; percent increase over mock-subtracted basal signal | P35398 | hit rate 1.5% among 65,000;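 active = activation above the mean of all tested compounds plus 3 SD, cut at about 49% in these data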;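 also: 0% = DMSO-treated RORA cells and 100% = added signal equal to DMSO minus mock-transfected cells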
JNK3 blocker: blocks human JNK3 kinase activity; purified JNK3 kinase activity, HTS; hit rate 0.61% among 60,000; inhibition, % at 8 µM; P53779; AID 746; in the data active = inhibition above about 17%;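 also: 0% = DMSO and 100% = reference inhibitor; many of its hits are not listed in these tables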
PKA inh: PKA (human) kinase inhibition; AID 524; P17612; hit rate 0.1% among 65,000; PKA Kemptide phosphorylation, Kinase-Glo ATP luminescence; inhibition, % at 6 µM;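 active = inhibition above the screen-wide mean inhibition plus 3 SD, cut at about 21% in these data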; also: many of its hits are not listed in these tables
ROCK2 inh: ROCK2 (human) kinase inhibition. O75116. purified ROCK2, Kinase-Glo ATP depletion luminescence. inhibition, % at 6 µM. hit rate 0.35% among 60,000;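 active = inhibition above the screen-wide mean inhibition plus 3 SD, cut at about 18% in these data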;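 also: plate controls were DMSO wells for no effect and Y-27632 control wells after no-enzyme background subtraction for full effect; many of its hits are not listed in these tables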
* hit, by the source's call; ? = inconclusive; · = not tested or not shown.

Values in the order – AP complement	CatS inh	CatB block	CatB mixtures	E coli RNAP	RORA act	JNK3 blocker	PKA inh	ROCK2 inh
> O=C(c1ccc2snnc2c1)N1CCCC1
 : 0	9	3	-3	6	1	1	5	7
> Cn1c(C(=O)N2CCCCCC2)cc2c(=O)n(C)c3ccccc3c21
 : 18	6	-2	-2	1	13	9	6	6
> COCCn1c(SCc2cccnc2)nnc1-c1c[nH]c2ccccc12
 : -5	27	7	5	6	16	-4	0	-1
> O=P(O)(c1ccc(Cl)cc1)c1ccc(Cl)cc1
 : -6	-8	1	-6	-6	-7	-5	4	-3
> O=C1CN2C(=Nc3ccc(Br)cc3C2c2ccccc2)CCN1 (stereo not given)
 : 9	-3	-7	-2	-8	-16	-7	-2	-3
> O=c1ccc(Oc2nc(N3CCCCC3)nc(N3CCCCC3)n2)n[nH]1
 : 2	2	-4	0	9	23	1	3	1
> CCCCCc1c(O)nc(SCC(=O)NCC2CCCO2)[nH]c1=O (stereo not given)
 : 10	-2	7	5	-3	-1	1	4	-3
> COc1cccc(C(=O)N2CCN(C(=O)c3cccc4ccccc34)CC2)c1OC
 : -3	-4	1	1	-4	34	-4	8	2
> Cc1nc2ccc(NC(=O)Cn3cnc4c3c(=O)n(C)c(=O)n4C)cc2s1
 : 7	13	6	1	6	-7	3	3	3
> CCOc1ccc2[nH]c(=O)c(CN(Cc3ccc(F)cc3)C(=O)c3ccco3)cc2c1
 : 1	4	2	5	8	15	-4	10	8
> CCOC(=O)C(NC(C)=O)(Nc1ccc(S(=O)(=O)Nc2onc(C)c2C)cc1)C(F)(F)F (stereo not given)
 : 9	3	-1	3	7	-6	-3	0	6
> O=c1oc2c3c4c(cc2cc1-c1nc2ccccc2[nH]1)CCCN4CCC3
 : 14	14	11	7	-28	52*	-3	10	7
> O=C(CN1CCN(c2ccccn2)CC1)N1c2ccccc2CCc2ccccc21
 : 20	9	1	6	7	13	0	9	2
> COc1ccc(N2CC(C(=O)NCc3ccccc3)CC2=O)cc1 (stereo not given)
 : -5	13	3	-3	8	-5	7	3	6
> CCOc1ccc(OCC)c(NC(=O)C(NS(=O)(=O)c2ccc3c(c2)oc(=O)n3C)C(C)C)c1 (stereo not given)
 : 6	2	1	4	9	8	-3	-1	2
> CC1CCc2nn(CC(=O)NCCCN3CCCCC3)cc2C1 (stereo not given)
 : 18	-5	-10	1	1	-5	1	4	4
> COC(=O)c1cc(Oc2ccc(C(=O)OC)cc2N)cc(C(=O)OC)c1
 : -4	10	3	4	-1	-1	2	0	1
> Clc1ccc(OCc2nnc(SCCN3CCCCC3)n2Cc2ccco2)cc1
 : 5	8	1	-1	0	18	4	-4	-3
> Cc1ccc(N(C(=O)CNC(=O)c2ccco2)C(C(=O)NCC2CCCO2)c2ccccc2)cc1 (stereo not given)
 : 17	-8	2	0	9	6	9	3	1
> Cc1cc(N2CCN(c3ccccc3)CC2)nc(-c2ccccc2)n1
 : 3	6	1	0	4	-1	4	7	7
> CCCCCC(=O)Nc1ccccc1N1CCN(c2ccccc2)CC1
 : 22	-4	-6	7	0	-17	-1	4	5
> CCC(=O)N1CCCc2cc(S(=O)(=O)N3CCN(c4ccccn4)CC3)ccc21
 : 11	4	2	1	5	14	-2	7	3
> c1ccc(Cn2nnc3c(NCCN4CCOCC4)ncnc32)cc1
 : 6	9	0	0	11	-17	0	4	5
> CCC(=O)Nc1nc2ccccc2n1CCN1CCOCC1
 : 4	-7	3	-1	2	1	10	8	4
> CCOC(=O)N1CCC(NC(=O)c2sc3nc4n(c(=O)c3c2C)CCCC4)CC1
 : -2	-14	-5	-5	5	18	·	4	·
> CCCOc1ccc(S(=O)(=O)NCCN2CCOCC2)c2ccccc12
 : 6	5	-2	7	8	-9	5	2	3
> Cc1noc(NS(=O)(=O)c2ccc(NC(=O)CS(=O)(=O)c3ccccc3)cc2)c1C
 : ·	·	·	·	·	-5	2	10	4
> O=C(CSc1ccc2nnc(-c3cccc(F)c3)n2n1)NCC1CCCO1 (stereo not given)
 : -1	16	1	5	9	8	3	-2	0
> COn1c(-n2nc(C)cc2C)nc2ccccc2c1=O
 : 12	6	-2	-1	-5	-5	3	2	4
> COc1cccc(C2(O)CCN(C(=O)C3CC3)CC2)c1
 : -1	0	4	-1	0	-16	-6	14	6

Complete entries, looked up by structure. Order of screens: AP complement, CatS inh, CatB block, CatB mixtures, E coli RNAP, RORA act, JNK3 blocker, PKA inh, ROCK2 inh
Record of Cn1c(C(=O)N2CCCCCC2)cc2c(=O)n(C)c3ccccc3c21 → 18, 6, -2, -2, 1, 13, 9, 6, 6
Record of COC(=O)c1cc(Oc2ccc(C(=O)OC)cc2N)cc(C(=O)OC)c1 → -4, 10, 3, 4, -1, -1, 2, 0, 1
Record of O=c1ccc(Oc2nc(N3CCCCC3)nc(N3CCCCC3)n2)n[nH]1 → 2, 2, -4, 0, 9, 23, 1, 3, 1

Further compounds
Values in the order – AP complement	CatS inh	CatB block	CatB mixtures	E coli RNAP	RORA act	JNK3 blocker	PKA inh	ROCK2 inh
> Cc1ccc(S(=O)(=O)N2CCN(C(=O)CCC(=O)NC3CCCc4ccccc43)CC2)cc1 (stereo not given)
 : 15	-6	-1	2	8	-6	1	7	5
> O=C(NC1CCCC1)C1CC1c1ccccc1 (stereo not given)
 : 0	-3	2	3	5	2	-6	3	0
> Cc1c(NC(=O)CN2CC(C)OC(C)C2)c(=O)n(-c2ccccc2)n1C (stereo not given)
 : 13	-6	-6	3	1	-2	0	4	10
> CCCC(=O)Nc1cccc(-c2nc3ccccc3o2)c1
 : 8	0	3	1	-3	32	8	-1	1
> O=C(NCCCN1CCCC1=O)c1cc(=O)c2ccccc2o1
 : 21	1	3	3	-2	-9	-4	8	4
> COCCn1c(=O)c2c3c(sc2n(CC(N)=O)c1=O)CCCC3
 : 3	2	7	-3	-2	-9	0	-12	-11
> COc1ccc(N2C(=O)CSC2c2ccc3c(c2)OCO3)c(OC)c1 (stereo not given)
 : -2	6	4	1	2	-6	2	8	4
> Fc1ccc(-n2c(Cc3ccccc3)nnc2SCc2nc(-c3cccs3)no2)cc1
 : -9	12	4	0	7	-7	2	0	1
> CC1CCN(c2c(NCc3ccc(C(=O)N4c5ccccc5CC4C)cc3)c(=O)c2=O)CC1 (stereo not given)
 : 5	4	-2	4	0	18	-4	-6	2
> Cc1csc(NC(=O)c2sc3nc(-c4cccs4)ccc3c2N)n1
 : 3	4	3	4	-2	38	4	6	9
> O=C1N(c2ccccc2)C2CS(=O)(=O)CC2N1c1ccc(Cl)c(Cl)c1 (stereo not given)
 : 7	-2	-4	-3	3	-18	-8	-1	2
> COC(=O)C1CCN(C(=O)COc2ccc(Cl)cc2)CC1
 : 13	-3	3	-4	·	4	-6	2	-2
> Cc1cc(C)nc(N2C(=O)CC(Cc3ccccc3)C2=O)n1 (stereo not given)
 : 3	-13	2	-7	3	-18	1	7	5
> COc1ccc(-n2c(=O)cc(N3CCCCCC3)[nH]c2=O)cc1
 : 7	-13	2	3	0	0	-5	4	3
> COc1ccccc1NC(=O)N1CCCC1C(=O)NC1CCCCC1 (stereo not given)
 : 6	11	-3	-1	2	-5	7	10	5
> Fc1cnc(N2CCN(c3ccccc3)CC2)nc1N1CCN(c2ccccc2)CC1
 : ·	·	·	·	·	-8	-1	5	6
> CC1Cc2cc(C(=O)O)ccc2O1 (stereo not given)
 : 9	9	1	-2	3	-2	2	-5	-3
> COC(=O)C1C2C=CC3(CN(CCc4ccccc4)C(=O)C13)O2 (stereo not given)
 : ·	·	·	·	·	-33	-6	14	5
> CCC1(c2ccccc2)NC(=O)N(CC(=O)Nc2ccc3c(c2)OCO3)C1=O (stereo not given)
 : 26	-3	-5	4	3	-16	-1	2	2
> COC(=O)CCn1nnc(-c2ccc(C)cc2)n1
 : 13	0	4	3	7	-7	4	-9	-8
> CSc1nsc(SCC(=O)Nc2ccccn2)n1
 : 22	-1	-3	1	-2	-5	6	1	6
> O=C(Cn1ccc2ccccc2c1=O)NCCC(=O)N1CCN(C(=O)c2ccco2)CC1
 : -4	11	1	2	-7	-14	3	2	1
> COc1ccc(CCNC(=O)C2CCN(Cc3nc(-c4ccc(Cl)cc4)oc3C)CC2)cc1OC
 : 3	?	-8	-1	7	8	-2	11	3
> Cc1cccc(-n2nnnc2SCC(=O)NCCN2C(=O)CSC2=O)c1
 : 8	-13	0	4	3	-3	0	-3	2
> Cn1c2ccccc2c2c(C(=O)NCc3ccco3)cn(C3CCCCC3)c(=O)c21
 : 15	1	5	3	5	-20	·	6	·
> O=C(c1ccco1)n1nc(-c2ccccc2)nc1NCc1ccco1
 : 6	5	0	2	10	20	6	4	5
> CN1CCc2c(sc3c2C(=O)NC(c2ccccn2)N3)C1 (stereo not given)
 : -15	5	1	-2	2	-8	4	4	4
> N#CCCn1c(-c2nonc2NC(=O)c2ccccc2Cl)nc2ccccc21
 : 12	-4	0	2	2	-7	-1	0	3
> CCOc1ccccc1NC(=O)Cn1nnc(C(=O)Nc2ccc(C)cc2)c1N
 : 26	-1	4	4	7	25	-2	10	7
> CCOC(=O)Cn1c(=O)oc2cc(S(=O)(=O)NCc3cccs3)ccc21
 : -10	8	8	5	2	17	8	-6	-1

The results go on.
Values in the order – AP complement	CatS inh	CatB block	CatB mixtures	E coli RNAP	RORA act	JNK3 blocker	PKA inh	ROCK2 inh
> CCc1nnc(NC(=O)CC(=O)Nc2ccccc2C(=O)O)s1
 : 8	-1	-5	3	6	-1	-11	4	0
> CC1=Nn2c(nnc2-c2n[nH]c3c2CCC3)SC1
 : 13	-4	-1	4	0	-6	2	3	-3
> CCOC(=O)Cc1csc(NC(=O)CSc2nc(C)cc(=O)[nH]2)n1
 : 0	1	-1	0	-1	20	7	0	0
> CCN(CC)S(=O)(=O)c1ccc2nc(CSc3nnnn3-c3ccc(O)cc3)[nH]c2c1
 : -3	-6	1	0	4	-8	9	9	3
> Nc1c(C(=O)NCc2cccnc2)sc(=S)n1-c1ccccc1
 : -2	9	2	-4	8	-22	2	9	1
> COc1cccc(C(=O)N(CN2CCCC2=O)c2ccccc2OC)c1
 : 18	-3	-2	6	4	-4	1	0	-4
> CC(=O)Oc1ccc(N2C(=O)CCC2=O)cc1
 : 2	14	0	0	8	-5	-1	-5	-4
> O=C(Oc1ccccc1)c1cccc(COC(=O)c2cnccn2)c1
 : 14	8	1	7	9	8	1	1	3
> COc1ccc2c(c1)c1ccccc1n2C
 : 8	-6	2	3	7	12	-11	0	4
> CC1=C(C(=O)Nc2ccccc2C)C(c2ccc(C)o2)N2C(=O)CSC2=N1 (stereo not given)
 : 7	-10	-3	6	5	-12	-4	5	2
> O=C(NC1CC2CCC(C1)N2C(=O)NCc1ccccc1)C1CC1 (stereo not given)
 : 14	6	4	5	8	4	4	4	4
> CC(=O)c1c(C)[nH]c(C(=O)NCCc2cccc(C)c2)c1C
 : 2	-5	-2	1	2	17	-2	9	3
> Cc1ccc(Cn2c(NC(=O)c3ccco3)nc3ccccc32)cc1
 : 18	8	-4	3	3	2	3	7	3
> O=c1ccnc(SCc2ccccc2Cl)[nH]1
 : 15	-13	-2	3	0	-12	0	5	0
> CC(=O)Nc1ccc(S(=O)(=O)N(Cc2ccco2)CC2CCCO2)cc1 (stereo not given)
 : 4	8	3	-4	4	-22	5	-1	6
> COc1ccc(-c2nnc(-c3cccs3)o2)cc1OC
 : -8	3	0	1	-8	20	3	-2	1
> Cc1cc2oc(=O)cc(CN3CCCCC3C)c2c(C)c1Cl (stereo not given)
 : 7	1	-4	0	2	-15	-4	0	-1
> Cc1ccc2cc(CN(CC3CCCO3)C(=O)C(C)C)c(=O)[nH]c2c1 (stereo not given)
 : 1	1	0	-1	4	16	-5	0	-2
> Cc1ccc(-c2noc(-c3ccccc3C(=O)N3CCCC3)n2)cc1
 : -17	-4	5	0	-3	28	-2	6	2

The list is partial, so the mix of outcomes need not match the whole.
